From PubChem BioAssay
NCI-60 one-dose screen, 48 h, at 10 µM unless noted. Numbers give growth in % (100 = growth as untreated, 0 = no growth, -100 = all killed).
HL-60(TB) – HL-60(TB) leukemia cells; 9% of 78,000 active; active means growth percent below 10
The depositor's hits bear a star; & = joins results of further samples; [ ] = remark or other dose.

SMILES | HL-60(TB)
C/C(=N/O)c1ccc(NC(=O)CSc2nnc(-c3ccc4nc(-c5ccc(Cl)cc5)[nH]c4c3)o2)cc1 | 82
Cc1c(C(=O)N[C@@H](Cc2ccccc2)C(=O)C(=O)NCc2ccccc2)oc2cc(O)c(O)cc2c1=O | 120
CC1O[C@@H](OCC2O[C@@H](Oc3c(-c4ccc(O)cc4)oc4cc(O)cc(O)c4c3=O)[C@@H](O)C(O)[C@@H]2O)C(O)[C@@H](O)[C@H]1O (stereo partly specified) | 102
OC(CN1CCCCC1)c1ccccc1 (stereo unspecified) | 91
COc1ccc2c(c1)O/C(=C\c1ccc([N+](=O)[O-])o1)C2=O | -18*
COc1ccc(Cn2ccc3nc(Cl)nc(Cl)c32)cc1 | 98
COc1ccc(C2C(C#N)=C(N)Oc3c2c(C)nn3C(N)=O)cc1 (stereo unspecified) | 96
O=C(O)CC(O)c1ccccc1 (stereo unspecified) | 88
O=c1/c(=C/c2c[nH]c3ccccc23)sc2nc3ccccc3n12 | 101
O=C(CSc1nnc(-c2ccc3nc(-c4ccc(Cl)cc4)[nH]c3c2)o1)Nc1ccc(C(=O)/C=C/c2ccc(Cl)cc2)cc1 | 86
Cc1cccc(Nc2nnc(SCC(=O)N3CCC(C)CC3)s2)c1 | 70
COc1ccc(-n2ncc3c4nc(OC)c(S(=O)(=O)c5ccccc5)cc4ccc32)cc1 | 107
COc1cc2c(cc1OC)C13CC[N+]4([O-])CC5=CCOC6CC(=O)N2C1C6C5CC34 (stereo unspecified) | 89
Cc1ccc(-n2nc3c(c(C#N)c2=O)CC(c2ccc([N+](=O)[O-])cc2)C([N+](=O)[O-])=C3O)cc1 (stereo unspecified) | 97
COc1ccc(C(O)(c2ccccc2)c2ccncc2)cc1 (stereo unspecified) | 79
COc1ccc(C(=O)/C=C/c2cc3c(c(OC)c2)OCC(=O)N3)cc1 | 6.8*
CCCCCCCCCCCC(=O)OC/C=C\Cl | 101
CCCCCCCCCCOC(C)=O | 107
O=C1CC(c2cccc(Cl)c2)c2cnn(Cc3ccc4c(c3)OCO4)c2N1 (stereo unspecified) | 95
CCCCCCCCCCCC(=O)OCC1OC(n2cnc3c(=S)nc[nH]c32)C(OC(=O)CCCCCCCCCCC)C1OC(=O)CCCCCCCCCCC (stereo unspecified) | 90
Cc1cc(CSc2ssc(=S)c2-c2ccccc2)c(CSc2ssc(=S)c2-c2ccccc2)cc1C | 100
CC(C)C1(Cl)CC=C(CC(Cl)(Cl)Cl)CC1 (stereo unspecified) | 103[5 µM]
O=C(NCCNc1nccc(-c2c(-c3ccc(F)cc3)nc3sccn23)n1)Nc1ccccc1 | 116
COc1ccc(-c2nc(N/N=C/c3ccc(F)cc3)nc(N3CCOCC3)c2C#N)cc1 | 85
CC(=O)COc1ccc(/C=C2\CCC/C(=C\c3ccc(OCC(C)=O)cc3)C2=O)cc1 | 17
Next records:
SMILES | HL-60(TB)
CC(=O)c1cccc(N(C)S(=O)(=O)c2ccc(C)cc2)c1 | 89
O=C(/C=C/N1C[C@H]2C[C@@H]1CN2c1ccccn1)c1ccccc1O | 98
O=C(Nc1cc(Cl)ccc1Cl)c1ccc(C(=O)Nc2cc(Cl)ccc2Cl)cc1 | 97
CNC(=O)Oc1cccc(N=CN(C)C)c1 | 96
CCN(CC)CCCOc1cccc2c1C(=O)c1cccc(OCCCN(CC)CC)c1C2=O | 30
O=C(Nc1nc(-c2ccc(Br)cc2)cs1)c1ccccc1CN1C(=O)c2ccccc2C1=O | 97
Cc1nc(-c2cc3ccccc3oc2=O)ccc1C(=O)/C=C/c1ccc([N+](=O)[O-])cc1 | 102
COc1cc(/C=N\NC(=O)c2ccc3nc(-c4ccc([N+](=O)[O-])cc4)[nH]c3c2)cc(OC)c1OC | 97
COc1ccc(C(=O)NC(=O)Nc2ccc3c(c2)NC(=O)/C3=C\c2[nH]c(C)c(CCC(=O)O)c2C)cc1 | 96
COc1ccc(C2CC(=O)c3c(O)c(OC)c(OC)c(OC)c3O2)c(O)c1 (stereo unspecified) | 2.3*
O=C(O)C1C(c2ccccc2)=C1c1ccc(Br)cc1 (stereo unspecified) | 90
CCCC1(CCC)c2ccccc2C(CCl)(OCC)c2ccccc21 | 64
COc1ccc2c(c1)c(C(=O)c1nc(-c3cn(C)c4ccccc34)no1)cn2C | 92
COc1ccc(CCN2C(=O)CCSC2=S)cc1OC | 98
COc1ccc(-c2nc(SCC(=O)Nc3nc(-c4ccc(C)cc4)cs3)[nH]c(=O)c2C#N)cc1 | 87
N#CC(C#N)=Cc1cc2ccccc2nc1Oc1ccc(Cl)cc1 | 68
O=C(/C=C/c1cccc(C(F)(F)F)c1)Nc1ncc(Cc2cccc(Cl)c2)s1 | 99
O=c1ccn2nc3ccccc3c2[nH]1 | 93
O=C1c2cccc3cccc(c23)C(=O)N1Nc1nc(Nc2ccc(F)cc2)nc(N2CCOCC2)n1 | 100
Cc1cnc(SCc2ccc(Cl)cc2Cl)nc1N(C)C | 77
O=C(O)C1=Nc2ccc(Cl)cc2/C1=C\c1sc(=S)[nH]c1O | 98
CCCCCSc1nnc(-c2c(C)nc3ccc(Cl)cn23)o1 | 101
O=C1NC(=O)C(Cn2c(-c3ccccc3)nc3ccccc32)N1 (stereo unspecified) | 104
COc1ccc(CCc2ccncc2)cc1 | 108
COc1ccc2nc(C)sc2c1 | 100
Further structures
SMILES | HL-60(TB)
CC[C@H](CO)Nc1ccc2ncc(C#Cc3cncc(C(=O)Nc4ccc(CN5CCN(C)CC5)c(C(F)(F)F)c4)c3)n2n1 | -46*
O=C/C=C/c1ccc([N+](=O)[O-])cc1 | 106
Nc1ccc2c(c1)-c1ccccc1C2=O | 122
N#C/C(=C\c1ccc2c(c1)OCO2)n1nnc2cc(F)c(F)cc21 | 39
CC(=O)N1C(=S)NC(C)=C(C(=O)OCC(C)C)C1c1ccc2c(c1)OCO2 (stereo unspecified) | 99
O=c1c2ccccc2ccc2ccccc12 | 83
O=C(OCc1ccc2c(Cl)cc(Cl)c(O)c2n1)N1CCN(C(=O)c2cc3cc(F)ccc3[nH]2)CC1 | -49*
Fc1ccccc1-c1ccccc1 | 100
COc1ccc(C(O)c2cc3c(N)c(C(=O)Nc4cccc5ccccc45)sc3nc2C)cc1 (stereo unspecified) | -1.4*
CC(O)C1CC[C@]2(C)[C@@H]1CC[C@@H]1[C@@]3(C)CC[C@H](O)C(C)(C)[C@@H]3CC[C@]12C (stereo partly specified) | 104
COc1ccc(-c2cc(-c3cccn3C)c(C#N)c(=O)n2S(=O)(=O)c2ccc(C)cc2)cc1OC | 82
COc1ccc(C2=Nn3c(nn4c(SCC(=O)c5ccccc5)nnc34)SC2)cc1 | 112
Cc1cnc(N)s1 | 98
CCCCOC(=O)C(C)OC(C)=O (stereo unspecified) | 87
CCOC(=O)c1c(C)nc2c(c1N)/C(=C/c1cccs1)C(=O)N2CCc1ccc(OC)c(OC)c1 | 89
Fc1ccc(/C=C/c2cc(/C=C/c3ccc(F)cc3)on2)cc1 | 86
O=C1/C(=C/c2ccc(Cl)cc2)Cc2ccccc21 | 70
C=CCn1c(SCC(=O)Nc2ccc(C(C)=O)cc2)nnc1-c1cc(-c2ccc(S(C)(=O)=O)cc2)nc2ccccc12 | 85
CCCCCC1CC(=O)NC1(C(=O)OCC)C(=O)OCC (stereo unspecified) | 111
O=C(O)CCN1C(=O)/C(=C/c2ccc(O)cc2O)SC1=S | 106
CN1C(=O)C(O)(CC(=O)c2cc3ccccc3oc2=O)c2ccccc21 (stereo unspecified) | 84
Nc1nc(SCC2(CCl)COC2)c2[nH]cnc2n1 | 105
CN(CC(=O)N(Cc1ccc(C2CCCCC2)cc1)c1ccc(C(=O)O)cc1)S(=O)(=O)c1c(F)c(F)c(F)c(F)c1F | -29*
CC(=O)O[C@@H]1CCN2C(=O)Nc3ccc(F)cc3[C@@H]2C1 | 95
CC(C)(C)OC(=O)CN1CCc2c(sc3ncnc(N/N=C/c4ccccc4Br)c23)C1 | 92

An excerpt of these results, tab-delimited:
structure	HL-60(TB)
O=c1c2ccccc2ccc2ccccc12	83
O=C(OCc1ccc2c(Cl)cc(Cl)c(O)c2n1)N1CCN(C(=O)c2cc3cc(F)ccc3[nH]2)CC1	-49*
Fc1ccccc1-c1ccccc1	100
COc1ccc(C(O)c2cc3c(N)c(C(=O)Nc4cccc5ccccc45)sc3nc2C)cc1 (stereo unspecified)	-1.4*
CC(O)C1CC[C@]2(C)[C@@H]1CC[C@@H]1[C@@]3(C)CC[C@H](O)C(C)(C)[C@@H]3CC[C@]12C (stereo partly specified)	104
COc1ccc(-c2cc(-c3cccn3C)c(C#N)c(=O)n2S(=O)(=O)c2ccc(C)cc2)cc1OC	82
COc1ccc(C2=Nn3c(nn4c(SCC(=O)c5ccccc5)nnc34)SC2)cc1	112
Cc1cnc(N)s1	98
CCCCOC(=O)C(C)OC(C)=O (stereo unspecified)	87
CCOC(=O)c1c(C)nc2c(c1N)/C(=C/c1cccs1)C(=O)N2CCc1ccc(OC)c(OC)c1	89
Fc1ccc(/C=C/c2cc(/C=C/c3ccc(F)cc3)on2)cc1	86
O=C1/C(=C/c2ccc(Cl)cc2)Cc2ccccc21	70
C=CCn1c(SCC(=O)Nc2ccc(C(C)=O)cc2)nnc1-c1cc(-c2ccc(S(C)(=O)=O)cc2)nc2ccccc12	85
CCCCCC1CC(=O)NC1(C(=O)OCC)C(=O)OCC (stereo unspecified)	111
O=C(O)CCN1C(=O)/C(=C/c2ccc(O)cc2O)SC1=S	106

(listing goes on)
SMILES | HL-60(TB)
O=C(OCCCCBr)c1ccccc1 | 105
CC(C)n1cc(C2=C(c3cccc4ccccc34)C(=O)NC2=O)c2cc(Br)ccc21 | 54
CN1CCN(CCCOC(=O)c2c3c(n4ccccc24)C(=O)c2ncccc2C3=O)CC1 | 30
CN(C)C(=O)OCc1ccc2c(Cl)cc(Cl)c(O)c2n1 | 19
COc1ccc2c3c(c(OCCCN(C)C)nc2c1)-c1ccc(Cl)cc1C3=O | 71
O=C1CCC(C(=O)NNc2ccccn2)N1 (stereo unspecified) | 102
CCN(CC)S(=O)(=O)c1ccc(S(=O)(=O)N2CCC[C@@H](C(=O)N3CCN(C(=O)OC(C)(C)C)CC3)C2)cc1 | 70
Nc1ccc2c3c(ccc([N+](=O)[O-])c13)CC2 | 75
COc1cc(C2CC(=O)Nc3c(-c4cccc(F)c4)nsc32)cc2c1OCO2 (stereo unspecified) | 120
CCOC(=O)c1c(C)oc2ncnc(N3CCN(CC(=O)Nc4ccc([N+](=O)[O-])cc4)CC3)c12 | 100
O=C(Cn1cc(-c2ccc(F)cc2)nn1)Nc1ccc2c(ccn2Cc2ccccc2)c1 | 132
N#Cc1c(-c2ccc(OCc3ccccc3)cc2)nc(SCc2ccc([N+](=O)[O-])cc2)[nH]c1=O | 105
N#C/C(=C\c1ccc(F)cc1)C(=O)Nc1cc(-c2ccccc2)nn1-c1ccccc1 | 101
Nc1cc(Cl)nc(N)n1 | 128
CC(C)(C)c1ccc(NCc2cn(-c3ccc(C(=O)O)cc3)nc2-c2cc(C(F)(F)F)cc(C(F)(F)F)c2)cc1 | 76
Nc1ccn(C2O[C@H](CO)[C@@H](O)[C@H]2O)c(=O)n1 (stereo partly specified) | 100
O=C(CCl)N1c2ccccc2Oc2ccc3ccccc3c21 | -0.5*
CCCC1(C=O)NC(=O)NC1=O (stereo unspecified) | 90
CCOC(=O)/C(C#N)=C\c1ccc(Cl)c(Cl)c1 | 105
CC1=C(C)C(=O)O[C@@H]([C@](C)(O)[C@]2(O)CC[C@@]3(O)[C@@H]4C[C@H]5O[C@]56CC=CC(=O)[C@]6(C)[C@H]4CC[C@]23C)C1 | -37*
COC1=CC(=O)O[C@@H](CCc2ccc3c(c2)OCO3)C1 | 110
COc1ccc(-c2nn(-c3ccccc3)cc2-c2nc3ccccc3[nH]2)cc1 | 100
CC/C(=C(\CC)c1ccc(OC)cc1)c1ccc(OC)cc1 | 93
COC(=O)c1csc(-c2ccc(CO)o2)n1 | 107
O=C(CNC(=O)c1ccc(Cl)cc1)NO | 99&106
Following part:
SMILES | HL-60(TB)
Clc1ccc(Nc2nnc(CNc3ccccc3)c3ccccc23)cc1 | -13*
O=C1NC(=O)/C(=C\c2ccc3c(c2)OCO3)S1 | 101
NCCNCCNCCN | 106&95
Cc1nc2sc(C(=O)Nc3ccc(Cl)cc3)c(N)c2cc1C(=O)c1ccccc1 | 98
Cc1ccc2cccc(Oc3ccc(Nc4ncnc5onc(-c6ccccc6)c45)cc3)c2n1 | 95
O=C1CCC(=O)N1c1ccc(Cl)cc1 | 107
CC(=O)CC(=O)c1cccs1 | 104
CC(=O)c1ccccc1Nc1nccc(-c2ccc(Cl)cc2)n1 | 91
COc1ccc(NC(=O)CSc2nnc(Cn3c(C(F)(F)F)nc4ccccc43)o2)cc1 | 95
COc1ccccc1C(=O)Nc1nn(C)c2nc(C)c(Cl)c(C)c12 | 83
O=[N+]([O-])c1cccc(C(c2ccccc2)c2ccccc2)c1 | 89
CC(=O)Nc1ccc(NC(=O)CC(=O)Nc2ccc(NC(C)=O)cc2)cc1 | 82
O=C(CNc1nc(-c2cccc([N+](=O)[O-])c2)cs1)Nc1cccc([N+](=O)[O-])c1 | -10.0*
Clc1ccc(/C=C/c2cc(/C=C/c3ccc(Br)cc3)c3ccccc3n2)c(Cl)c1 | 104
Cn1cnc([N+](=O)[O-])c1S(=O)(=O)Oc1ccc(Cl)cc1 | -35*
CCCCCN(CCCCC)N=O | 109
COc1cc(/C(=C2/O[C@@H]([C@H](O)CO)[C@H]3OC(C)(C)O[C@@H]23)c2ccc3c(c2)OCO3)cc(OC)c1OC | 95
Cc1nc(-c2ccccc2Cl)nc2sc(C(=O)Nc3ccc(Cl)cc3)c(N)c12 | 91
CC(=O)N1N=C(c2ccc3c(c2)OCO3)CC1c1sc(N(CCCl)CCCl)nc1Cl (stereo unspecified) | 98
COc1ccccc1-n1c(-c2ccc(O)cc2C)cn2c3c(=O)[nH]c(=O)n(C)c3nc12 | 80
CC(C)(C)NC(=O)C(OC(=O)c1cccc(Cl)c1)c1cc2cc(F)ccc2nc1Cl (stereo unspecified) | 99

Only part of the results is shown; rates above refer to the full screens.
